GPR151 ag = activates the human receptor GPR151; PathHunter beta-arrestin GPR151 cells, luminescence; actives 1% (n = 650,000); Q8TDV0; activation, % at 11.2 µM; in the data active means activation above about 4.9%;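 further: 0% = median of compound wells and 100% = cells with positive control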
Target sequence (Q8TDV0 whole entry, looked up): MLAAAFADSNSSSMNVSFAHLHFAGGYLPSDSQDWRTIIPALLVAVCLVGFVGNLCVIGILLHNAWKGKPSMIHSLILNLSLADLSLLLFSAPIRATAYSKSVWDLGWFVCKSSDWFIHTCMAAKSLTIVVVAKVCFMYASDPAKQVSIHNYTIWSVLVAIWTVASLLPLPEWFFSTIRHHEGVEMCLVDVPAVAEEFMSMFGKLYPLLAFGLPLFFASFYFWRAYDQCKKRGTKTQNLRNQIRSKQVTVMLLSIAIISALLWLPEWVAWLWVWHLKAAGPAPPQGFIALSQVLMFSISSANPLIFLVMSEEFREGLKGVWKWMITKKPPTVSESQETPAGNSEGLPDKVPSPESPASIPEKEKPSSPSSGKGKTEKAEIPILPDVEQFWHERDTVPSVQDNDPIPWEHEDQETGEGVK
TEAD-YAP inh = TEAD-YAP interaction inhibition | HEK-TIYL cells, TEAD-Gal4/YAP UAS-luciferase luminescence | actives 1.4% (n = 640,000) | inhibition, % at 9.12 µM | AID 1259422; in the data active means inhibition above about 32%;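 further: 0% = median of test compound wells and 100% = reference inhibitor wells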
FBW7 act = activators of human E3 ligase FBW7. normalized activity (activation), % at 26.1 µM. actives 0.13% (n = 650,000). AlphaScreen FBW7–phospho-cyclin E peptide binding, activator screen. Q969H0; in the data active means normalized activity above about 1.9%;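 further: purified mutant Fbw7 with reduced substrate affinity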
MITF primary = inhibitors of human MITF. O75030. AlphaScreen MITF homodimerization, bead proximity signal. inhibition, % at 2.6 µM. actives 0.91% (n = 650,000). AID 1259374; in the data active means inhibition above about 50%;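 further: 0% = vehicle wells with protein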
Target sequence (O75030 whole entry, looked up): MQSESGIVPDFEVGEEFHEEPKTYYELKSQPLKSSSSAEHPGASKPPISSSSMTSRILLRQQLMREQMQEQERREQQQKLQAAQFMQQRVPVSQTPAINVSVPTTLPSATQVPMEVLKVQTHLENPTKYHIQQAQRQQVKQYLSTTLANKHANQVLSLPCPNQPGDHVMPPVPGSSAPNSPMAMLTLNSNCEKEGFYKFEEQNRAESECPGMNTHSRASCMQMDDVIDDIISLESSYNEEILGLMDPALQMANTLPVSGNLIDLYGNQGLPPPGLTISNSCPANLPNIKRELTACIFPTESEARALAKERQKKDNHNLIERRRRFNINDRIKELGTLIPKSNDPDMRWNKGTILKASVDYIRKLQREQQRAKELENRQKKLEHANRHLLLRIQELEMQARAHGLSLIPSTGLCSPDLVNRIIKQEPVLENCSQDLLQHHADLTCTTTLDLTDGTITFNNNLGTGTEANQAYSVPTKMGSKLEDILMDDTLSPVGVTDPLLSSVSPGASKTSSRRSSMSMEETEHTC
Active calls of the source: *.

Screens by letter – A = GPR151 ag; B = TEAD-YAP inh; C = FBW7 act; D = MITF primary
COc1ccc(NS(=O)(=O)c2ccc(Cl)cc2Cl)cc1
  A: 0.7	B: 22.5	C: -0.1	D: 1.0

O=C(Nc1ccccc1Cl)c1sc2cccc(Cl)c2c1Cl
  A: 0.1	B: -7.0	C: 0.0	D: -9.2

COc1ccc(S(=O)(=O)N2CCCC2)cc1Cl
  A: -0.5	B: 4.9	C: 0.1	D: -3.2

O=C(Nc1ccc(F)cc1F)C1CCCCC1
  A: -0.5	B: -6.5	C: -0.2	D: -4.8

COc1ccccc1/C=C(\NC(=O)c1ccccc1)C(=O)Nc1cccc(C(C)=O)c1
  A: 5.8*	B: 1.9	C: 0.0	D: 12.3

CC(Oc1cccc(Cl)c1)C(=O)N1CCN(c2ccccn2)CC1 (stereo unspecified)
  A: 0.3	B: 9.7	C: -0.2	D: 2.0

Cc1cc(C)c2c(c1)-c1c(sn(-c3ccc(Cl)cc3)c1=S)C(C)(C)N2
  A: -0.5	B: -11.9	C: -0.1	D: -1.6

O=S(=O)(c1cccs1)N1CCC(CO)(Cc2ccccc2C(F)(F)F)CC1
  A: 3.2	B: -10.3	C: 0.0	D: 2.9

Cc1ccn2cc(-c3cccc(NC(=O)C(C)C)c3)nc2c1
  A: -0.3	B: -29.0	C: -0.1	D: 7.3

Cc1ccc(N2C(=O)C3C4C=CC(CC4)C3C2=O)cc1 (stereo unspecified)
  A: 0.3	B: -5.7	C: -0.1	D: 4.2

COc1ccccc1OCc1nc2ccccc2s1
  A: -8.6	B: 6.4	C: 0.2	D: 28.8

CCOC(=O)N1CC=C2C(C#N)=C(N)C(C#N)=C(c3cccs3)C2C1 (stereo unspecified)
  A: -0.5	B: 15.7	C: 0.5	D: 13.5

O=C(NCCCc1ccccc1)c1ccc2c(c1)OCO2
  A: 2.1	B: -46.6	C: -0.2	D: -2.9

CCC(=O)N(Cc1ccc2c(c1)OCO2)Cc1ccccn1
  A: 1.0	B: 8.7	C: -0.1	D: 7.2

CC(C)(C)C(=O)N1CCC[C@H]1Cn1nc(-c2ccc(F)cc2)ccc1=O
  A: -0.5	B: 10.7	C: 0.1	D: -0.6

CN(C)CCCNC(=S)N1CCC(c2nc3ccccc3[nH]2)CC1
  A: -0.5	B: -6.9	C: 0.1	D: -1.4

O=C(O)CNC(=O)c1ccc([N+](=O)[O-])cc1
  A: -1.3	B: 7.8	C: 0.0	D: 0.7

CC(C)NC(=O)Nc1ccc(CN2CCN(c3ccccn3)CC2)cc1
  A: -1.1	B: -16.8	C: -0.2	D: 8.6

CC(C)OCCOc1ccc2oc(-c3ccco3)cc(=O)c2c1
  A: 0.7	B: -19.9	C: 0.1	D: 15.1

C=CCN1C(=O)C(O)(CC(=O)c2ccccn2)c2ccccc21 (stereo unspecified)
  A: -1.1	B: 3.0	C: -0.2	D: -0.3

O=C(c1cnc(N2CCN(c3ncccn3)CC2)c2ccccc12)N1CCN(Cc2ccccc2)CC1
  A: 0.4	B: -12.8	C: 0.1	D: 12.0

O=c1[nH]c(Nc2nc3ccccc3s2)nc(O)c1Cc1ccccc1
  A: -0.2	B: -5.1	C: 0.3	D: -14.3

C/C(=N\NC(=O)Cc1cccs1)c1ccc(F)cc1
  A: -0.5	B: -23.1	C: 0.0	D: 10.6

O=C(NNc1ccc(C(F)(F)F)cc1[N+](=O)[O-])C(F)(F)F
  A: 0.0	B: 8.9	C: 2.5*	D: 22.7

COc1ccc(-c2nc3s/c(=C\c4cccc(OC(C)=O)c4)c(=O)n3n2)cc1OC
  A: 0.0	B: 7.3	C: 0.6	D: 14.0

Single records, as listed above. Screens in order: GPR151 ag	TEAD-YAP inh	FBW7 act	MITF primary
`CC(C)(C)C(=O)N1CCC[C@H]1Cn1nc(-c2ccc(F)cc2)ccc1=O` across the screens: -0.5	10.7	0.1	-0.6
`O=C(O)CNC(=O)c1ccc([N+](=O)[O-])cc1` across the screens: -1.3	7.8	0.0	0.7
`CC(C)OCCOc1ccc2oc(-c3ccco3)cc(=O)c2c1` across the screens: 0.7	-19.9	0.1	15.1

Part of the list above, with two lines to a compound.
Order of results: GPR151 ag, TEAD-YAP inh, FBW7 act, MITF primary
C=CCN1C(=O)C(O)(CC(=O)c2ccccn2)c2ccccc21 (stereo unspecified)
  -1.1, 3.0, -0.2, -0.3
O=C(c1cnc(N2CCN(c3ncccn3)CC2)c2ccccc12)N1CCN(Cc2ccccc2)CC1
  0.4, -12.8, 0.1, 12.0

More compounds follow.
Screens by letter – A = GPR151 ag; B = TEAD-YAP inh; C = FBW7 act; D = MITF primary
CCc1cccc2sc(N(Cc3ccccn3)C(=O)CSCc3ccccc3)nc12
  A: -1.3	B: 2.1	C: 0.4	D: 3.7

CC1(C)Oc2ccc(C(=O)Nc3ccccc3)cc2N(CC(=O)N2CCCC2)C1=O
  A: 0.0	B: -22.5	C: -0.1	D: -8.0

O=C(CC1CCCCC1)Nc1ccc(F)c([N+](=O)[O-])c1
  A: 0.7	B: 5.0	C: 0.3	D: 18.8

CCCCSc1nc2c(c(=O)[nH]1)C(c1cccnc1)C(C(=O)OC(C)C)=C(C)N2 (stereo unspecified)
  A: 4.3	B: -9.1	C: 0.0	D: 14.1

COc1ccc(CNCc2ccc3c(c2)OCO3)cc1
  A: 1.4	B: 2.7	C: 0.0	D: 9.6

Cc1ccc(NCC(=O)N/N=C/c2cccc([N+](=O)[O-])c2)cc1
  A: 1.6	B: -7.4	C: 0.0	D: 1.1

COc1ccc(S(=O)(=O)N(CCc2ccccc2)CC(=O)NCCc2ccccc2)cc1
  A: 0.4	B: 6.9	C: 0.0	D: -5.2

CC(=O)Nc1ccc(OCC(O)Cn2cnc3cc(C)c(C)cc32)cc1 (stereo unspecified)
  A: -0.7	B: 0.5	C: 0.2	D: -3.9

CC(=O)c1ccc(NC2=C(N3CCCC3)C(=O)c3ccccc3C2=O)cc1
  A: -0.4	B: -14.4	C: -0.6	D: 8.9

O=C(c1cc([N+](=O)[O-])ccc1N1CCN(CCO)CC1)N1CCOCC1
  A: 1.1	B: 2.5	C: 0.1	D: -0.8

CC(C)N(C)CCOC(=O)c1ccco1
  A: 1.0	B: -9.0	C: -0.1	D: 5.4

Fc1ccc(CNc2nc3ccc(Cl)cc3n3nnnc23)cc1
  A: 0.0	B: 2.6	C: 0.0	D: 5.8

CC1CCC(NC(=O)C(C)n2ncn3cccc3c2=O)CC1 (stereo unspecified)
  A: 1.5	B: -0.3	C: 0.1	D: -10.8

N=C1C(c2ccccc2)=C(O)CN1CCO
  A: 1.9	B: -3.5	C: -0.4	D: 3.5

CCOc1ccc(-n2c(=S)sc3c2nc(SCC(=O)c2ccccc2)n2c4ccccc4nc32)cc1
  A: -1.1	B: -2.6	C: -0.1	D: -2.1

COc1cccc(S(=O)(=O)N(CCN(C)C)C2CCN(Cc3ccncc3)CC2)c1
  A: 1.4	B: -2.4	C: -0.1	D: -6.1

CC#CC(=O)N1CCC(Cc2ccc(OC)cc2)(C(=O)OCC)CC1
  A: 1.9	B: -31.1	C: 0.4	D: 95.2*

CC(=O)c1cccc(NC(=O)/C(=C/c2ccc(N(C)C)cc2)NC(=O)c2ccccc2)c1
  A: -1.1	B: 12.3	C: 0.1	D: 8.8

CCOC(=O)C(=O)N1c2ccc(C(c3ccccc3)(c3ccccc3)c3ccccc3)cc2C(C)=CC1(C)C
  A: 1.6	B: 1.5	C: -0.1	D: -3.7

Clc1ccccc1CSC1=NCCN1
  A: 1.3	B: 14.3	C: 0.5	D: -1.2

COc1ccccc1NC(=O)C1CC12CCN(C(C)C)CC2 (stereo unspecified)
  A: 1.3	B: 4.8	C: 0.0	D: 7.3

CC1CCN(C(=O)c2ccc(S(=O)(=O)c3cccc(Cl)c3)c([N+](=O)[O-])c2)CC1
  A: 1.0	B: 24.4	C: -0.2	D: 6.2

Cc1n[nH]c(C)c1-c1cccc([N+](=O)[O-])c1
  A: 0.4	B: 2.4	C: -0.1	D: -5.7

CCc1ccc(OCC(=O)Nc2ccc(OC)c(OC)c2)cc1
  A: 1.4	B: 21.6	C: 0.9	D: 19.3

Cc1ccc(Cn2c(=N)n(CC(=O)c3ccc(-c4ccccc4)cc3)c3ccccc32)cc1
  A: 1.1	B: 3.9	C: -0.3	D: 3.8

Exported as comma-separated lines: part of the list above.
SMILES,GPR151 ag,TEAD-YAP inh,FBW7 act,MITF primary
COc1ccccc1NC(=O)C1CC12CCN(C(C)C)CC2 (stereo unspecified),1.3,4.8,0.0,7.3
COc1ccc(CNCc2ccc3c(c2)OCO3)cc1,1.4,2.7,0.0,9.6
CC1(C)Oc2ccc(C(=O)Nc3ccccc3)cc2N(CC(=O)N2CCCC2)C1=O,0.0,-22.5,-0.1,-8.0
CC(=O)c1cccc(NC(=O)/C(=C/c2ccc(N(C)C)cc2)NC(=O)c2ccccc2)c1,-1.1,12.3,0.1,8.8

Next results:
Screens by letter – A = GPR151 ag; B = TEAD-YAP inh; C = FBW7 act; D = MITF primary
Cc1cnc(N2CCCC2CO)nc1NCCCN1CCCC1=O (stereo unspecified)
  A: -0.5	B: -2.1	C: 0.1	D: -0.2

Cc1nn(-c2ccccc2)c(C)c1NC(=O)N1CCC(CO)(CCOc2ccccc2)CC1
  A: -0.5	B: -6.8	C: -0.1	D: -3.0

O=C(CCCCCn1c(=S)[nH]c2ccccc2c1=O)N1CCN(c2ccc(F)cc2)CC1
  A: 2.1	B: -11.8	C: 0.0	D: 0.1

Cc1cnc(C(=O)N2CCC[C@@H]3CN(CCC(C)C)CC[C@H]32)cn1
  A: -1.1	B: 2.1	C: -0.2	D: 1.9

CSc1ccccc1NC(=O)c1ccc(N2CC3CC(C2)c2cccc(=O)n2C3)c(NC(=O)/C=C/c2ccccc2)c1 (stereo unspecified)
  A: 1.4	B: -6.7	C: 0.0	D: 0.2

O=C(CSc1nc(-c2ccccc2)cs1)NC(=O)NC1CCCC1
  A: -1.0	B: -7.6	C: 0.0	D: 2.0

COc1ccc(C(=O)OCCNC(=O)c2ccc[n+](C)c2)cc1OC
  A: 0.0	B: -4.1	C: 0.1	D: 6.4

COc1ccc2c(c1)nc(SCc1ccccc1)n2C
  A: -0.6	B: -70.5	C: 2.0*	D: 12.2

CCOCc1nnc(NC(=O)C(C)(C)C)s1
  A: 1.9	B: 0.5	C: 0.3	D: -6.5

COc1ccc(CC(=O)Nc2ccc(Oc3ccc4c(c3)C(=O)NC4=O)cc2)cc1
  A: 0.1	B: -3.1	C: 0.2	D: 1.6

Nc1nc(N2CCc3ccccc3C2)nc2c1ncn2Cc1ccc(C(F)(F)F)cc1
  A: 1.3	B: -9.8	C: 0.0	D: 0.6

CC(=O)NC1(c2ccccc2F)CCN(CC2CCCO2)CC1 (stereo unspecified)
  A: 0.2	B: 14.0	C: -0.1	D: 2.7

CC(C)CCN1C(=O)c2ccc(C(=O)Nc3cc(Cl)ccc3O)cc2C1=O
  A: 0.3	B: 5.8	C: 0.5	D: 3.2

CC(C)C[C@H]1NC(=O)[C@H]2CN(C(=O)c3cc(F)c(F)cc3F)CCN2C1=O
  A: -1.2	B: 5.5	C: -0.2	D: 9.5

COc1ccc(-n2nc([N+](=O)[O-])c(=Nc3cc(OC)cc(OC)c3)n2O)cc1
  A: -0.1	B: 12.1	C: 0.1	D: 25.0

COCCCN(C(=S)NC(=O)C(C)(C)C)c1c(N)n(Cc2ccccc2)c(=O)[nH]c1=O
  A: 0.1	B: 0.7	C: 0.0	D: -0.5

O=C1C2ON(c3ccccc3)C(c3ccccn3)C2C(=O)N1c1ccc(Br)cc1 (stereo unspecified)
  A: 0.0	B: 2.8	C: 0.0	D: 6.0

CCOc1ccc(C(C)(N)C(=O)O)cc1 (stereo unspecified)
  A: 0.7	B: -3.5	C: 0.1	D: 3.8

Cc1cc2nc(N3CCC(C(=O)NCCC(C)C)CC3)nc(C)c2cc1C
  A: -0.1	B: 1.9	C: 0.1	D: -6.6

CCOC(=O)/C=C1/NC2(CCCCC2)Cc2cc3c(cc21)OCO3
  A: -0.3	B: -4.7	C: 0.1	D: 9.0

CCN(CC)c1c(-c2ccccc2)c2cc(Br)ccc2[nH]c1=O
  A: 5.9*	B: 16.9	C: 0.1	D: 9.2

CC1(C)CC(=O)c2cnc(NC(=O)c3ccc(Cl)cc3Cl)nc2C1
  A: 0.3	B: -13.0	C: 0.0	D: -5.8

CC(C)(C)NCCOCCOc1ccccc1I
  A: 1.4	B: 2.0	C: 0.2	D: 24.9

CC1(C)CC2(CC(c3ccccc3Cl)Oc3cc(O)ccc32)NC(=S)N1 (stereo unspecified)
  A: -0.4	B: 15.5	C: -0.1	D: -4.1

COc1ccc(C2=Nn3c(nnc3-c3cccc(F)c3)SC2)cc1
  A: -1.0	B: 63.8*	C: 0.9	D: 8.5

Further structures.
Screens by letter – A = GPR151 ag; B = TEAD-YAP inh; C = FBW7 act; D = MITF primary
Cn1c(SCC(=O)c2ccccc2)nc2cccnc21
  A: -0.9	B: -2.2	C: -0.3	D: 1.1

CCC(CO)NC(=O)/C=C/c1cn(-c2ccccc2)nc1-c1ccc2c(c1)OCCO2 (stereo unspecified)
  A: -0.1	B: 1.9	C: -0.2	D: -14.6

CCCCN(C)S(=O)(=O)c1sc2c(c1C(=O)OC)CCN(CCC(C)C)C2
  A: 0.3	B: -0.6	C: 0.8	D: 14.6

Cc1ccc(OCC(=O)N/N=C/c2cc([N+](=O)[O-])ccc2F)cc1
  A: -0.9	B: 60.0*	C: 0.2	D: 17.2

O=C1NC(=O)C(=Cc2ccc(-c3cc([N+](=O)[O-])ccc3Cl)o2)C(=O)N1
  A: 0.8	B: 2.4	C: -0.3	D: 42.6

Nc1nnc(SCC(=O)N2CCN(C(c3ccccc3)c3ccccc3)CC2)s1
  A: -1.0	B: 15.2	C: -0.2	D: -3.4

High-throughput results: PubChem BioAssay, The Scripps Research Institute Molecular Screening Center
